High-throughput results deposited in PubChem by National Center for Advancing Translational Sciences (NCATS).
Integrin act MD: activators of alpha7 integrin expression for muscular dystrophy | alpha7betagal myoblasts, beta-gal FDG fluorescence, 48 h | Potency, µM (top dose mostly 38.3 µM), for inactives: at the top dose activation, hits mostly activators | 350,000 compounds, 0.064% hits;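 further: potency means the concentration at half of the fitted maximal effect; 100% = response of the positive control SU9516; nearly all actives have a fitted effect of over 60% in size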
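Alpha7betagal+/- myoblasts (passage 13) were plated 16-24 hr, then exposed to compounds (1:260 dilution of DMSO stock) for 48 hours at 37C. After MPER lysis, β-galactosidase reporter activity was read as FDG fluorescence (ex 480/em 540) after 30 minutes.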
Menin-MLL TR inh: menin-MLL binding inhibition, Texas Red mutant peptide; O00255; Menin + Texas Red MLL mutant peptide, fluorescence polarization; Potency, µM (doses to about 61.6 µM), inactives show at the top dose FP activity change, negative = inhibition, actives largely listed as inhibitors; 270,000 compounds, 0.23% hits; active means well fitted inhibition curve with a large enough effect in the polarisation, with a control signal flat, not every such curve was filed as active; inconclusive means small, poorly fitted or top-dose-only effect, or effect the other way, or a change in a side signal; inactive means no such curve, though single readings can be large or run the other way; the % refers to the polarisation; further: potency means the concentration at half of the fitted maximal effect; % of control where 0% means no effect; many of its hits are not listed in these tables
FBPA coupling cs: counter-screen for Giardia aldolase inhibitors: coupling enzyme system. 290,000 compounds, 0.67% hits. activity change, negative = inhibition, % at 58.2 µM, hits read low. coupling enzyme system counterscreen, AmpLite Red fluorescence; in the data active means activity change below about -30%; further: on the % scale 0 is the no-effect control and ±100 the full control effect
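First, compound is pin-transferred into glyceraldehyde-3-phosphate coupling-enzyme reagent at 57.5 uM final and held 10 min at RT. Next, substrate, coupling system and AmpLite Red are added. After 20 min RT, fluorescence (525/598 nm) is read.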
Tb PFK inh: inhibitors of T. brucei phosphofructokinase; T. brucei PFK, ADP-Glo luminescence; Potency, µM (doses to about 57.5 µM), inactives show top-dose activity, negative = inhibition, most hits filed as inhibitors; 330,000 compounds, 0.17% hits; O15648;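 further: potency means the concentration at half of the fitted maximal effect; 0% = uninhibited 1x PFK enzyme wells and -100% = no-enzyme wells; nearly all actives have a fitted effect of over 60% in size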
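Luminescent ADP detection (ADP-Glo, two-step: ATP depletion then ADP-to-ATP conversion for luciferase) reported PFK activity after 45 min room-temperature reaction of 1.25 nM enzyme with 0.5 mM F6P and 0.1 mM ATP at pH 8.0.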
PKM2 activator: activators of human pyruvate kinase M2. purified PKM2, Kinase-Glo ATP luminescence, activation; response scale: 0% is enzyme alone, no compound. 260,000 compounds, 0.34% hits. AID 1631. P14618. Potency, µM (titrated, usually from 57.5 µM), for the others: top-dose activation, usual class: activators; further: potency means the concentration at half of the fitted maximal effect; on the % scale 0 is the no-effect control and ±100 the full control effect; nearly all actives have a fitted effect of over 55% in size
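ATP formation by purified human PK-M2, quantified via coupled luciferase luminescence after 1 h at room temperature with 0.1 mM ADP and 0.5 mM PEP final.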
TSG101-PTAP inh: blocks PTAP/TSG101 interaction to inhibit HIV-1 budding | Q99816 | Fluorescence polarization, FITC-PTAP peptide / Tsg101 binding | Potency, µM (doses to about 115 µM), for inactives: at the highest dose activity change, negative = inhibition, most hits filed as inhibitors | 340,000 tested, under 10 active | AID 493005; active means well fitted inhibition curve with a large enough effect in the main read-out, with a control signal flat, not every such curve was filed as active; inconclusive means small, poorly fitted or top-dose-only effect, or effect the other way, or a change in a side signal; inactive means no such curve, though single readings can be large or run the other way; further: potency means the concentration at half of the fitted maximal effect; % of control where 0% means no effect
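Steps: Tsg101 binding domain dispensed (10 uM final), compounds pinned in DMSO, FITC-labeled PTAP-motif peptide added (50 nM final); after 20 min binding at room temperature, polarization measured.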
BCR signal inh: blocks chronic active B-cell receptor signaling | ABC-DLBCL IkBa-CBG/CBR reporter, luminescence ratio, 4 h | Potency, µM (series often up to 46.1 µM), for the others: at the top dose ratio change, negative = lower green/red ratio, most hits filed as inhibitors | 340,000 compounds, 0.05% hits | AID 493014; active means well fitted inhibition curve with a large enough effect in the signal ratio, with a control signal flat, not every such curve was filed as active; inconclusive means small, poorly fitted or top-dose-only effect, or effect the other way, or a change in a side signal; the % refers to the signal ratio;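 further: potency means the concentration at half of the fitted maximal effect; plate controls were basal doxycycline-induced cells for no effect and cells given 10 µM MG132 for full effect; MG132 reads +100%, hits lower the ratio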
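Compounds up to 46 uM were incubated four hours with TMD8 cells whose green CBG68 luciferase is fused to IkappaBalpha; red CBR luminescence normalised the signal, and concentration-effect curves were fitted to fusion, red and ratio data.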
ASM inhibitor: human S-ASM enzyme inhibition | P17405 | placental ASM, HMU-PC fluorogenic substrate, 60 min | Potency, µM (top dose mostly 57.5 µM), for inactives: at the top dose activity change, negative = inhibition, hits mostly inhibitors | 340,000 compounds, 0.006% hits; further: potency means the concentration at half of the fitted maximal effect
Target sequence (P17405 47-631 limits assumed): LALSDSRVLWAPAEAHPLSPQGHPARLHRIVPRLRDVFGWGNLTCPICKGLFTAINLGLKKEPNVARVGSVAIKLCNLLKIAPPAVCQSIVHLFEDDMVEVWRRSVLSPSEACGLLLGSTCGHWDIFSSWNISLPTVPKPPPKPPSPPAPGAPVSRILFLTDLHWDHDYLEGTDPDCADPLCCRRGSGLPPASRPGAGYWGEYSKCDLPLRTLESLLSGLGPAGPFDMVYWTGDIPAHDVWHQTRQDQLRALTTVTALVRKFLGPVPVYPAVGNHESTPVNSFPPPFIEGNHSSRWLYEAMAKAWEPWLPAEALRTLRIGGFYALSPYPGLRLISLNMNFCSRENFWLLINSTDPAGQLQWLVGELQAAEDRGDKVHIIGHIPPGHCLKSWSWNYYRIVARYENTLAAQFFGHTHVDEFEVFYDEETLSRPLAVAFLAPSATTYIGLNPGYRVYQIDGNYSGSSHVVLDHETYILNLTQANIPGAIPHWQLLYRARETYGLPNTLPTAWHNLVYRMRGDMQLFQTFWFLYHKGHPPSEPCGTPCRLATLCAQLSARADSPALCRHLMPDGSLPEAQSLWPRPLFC
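Human placenta-derived ASM enzyme was preincubated with compound for 10 minutes at room temperature, then given fluorogenic substrate HMU-PC0 (9 uM final) for 60 minutes at 37 °C; a pH 10 stop preceded fluorescence reading at Ex 386/Em 447 nm.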
Giardia killer: Giardia lamblia killing | activity change, % at 7.66 µM, hits read low | Giardia lamblia trophozoite viability | 340,000 compounds, 0.15% hits; in the data active means activity change below about -80%; inconclusive means between about -30% and that limit;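 further: parasites exposed to compound for two days anaerobically before the ATP read; on the % scale 0 is the no-effect control and ±100 the full control effect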
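Trophozoites 100 cells/well + cpd; 48 hrs, 37 deg C, anaerobic. ATPLite 1-Step added, 15-30 min RT, luminescence read (ATP-based viability).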
GALK inh: galactokinase (human) inhibition | Purified GALK, Kinase-Glo residual ATP luminescence | Potency, µM (top dose mostly 57.5 µM), for the others: top-dose activity change, negative = inhibition, most hits filed as inhibitors | 270,000 compounds, 0.007% hits; further: potency means the concentration at half of the fitted maximal effect; on the % scale 0 is the no-effect control and ±100 the full control effect
Target sequence (P51570 whole entry, looked up): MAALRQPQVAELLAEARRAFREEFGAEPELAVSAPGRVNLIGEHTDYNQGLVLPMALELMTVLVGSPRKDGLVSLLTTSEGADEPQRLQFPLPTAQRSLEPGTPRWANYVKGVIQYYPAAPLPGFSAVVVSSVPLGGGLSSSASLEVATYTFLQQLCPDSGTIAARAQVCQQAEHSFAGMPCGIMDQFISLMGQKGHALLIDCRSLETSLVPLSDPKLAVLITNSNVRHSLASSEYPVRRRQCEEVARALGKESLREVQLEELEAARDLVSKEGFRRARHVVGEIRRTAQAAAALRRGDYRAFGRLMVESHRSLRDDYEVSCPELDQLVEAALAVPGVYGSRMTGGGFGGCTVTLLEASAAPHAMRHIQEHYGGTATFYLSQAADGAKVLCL
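Galactose (100 uM) and ATP (35 uM) were turned over by 5 nM GALK for 1 h at RT. Kinase-Glo Plus then converted the remaining ATP into a luminescent signal.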
B2AR arrestin: recruits beta-arrestin to the human beta2-adrenergic receptor; beta-arrestin recruitment to beta2AR, cell-based reporter; 330,000 compounds, 0.02% hits; AID 492947; Potency, µM (titrated, usually from 46.1 µM), inactives show at the top dose activation, actives largely listed as activators;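 further: potency means the concentration at half of the fitted maximal effect; 0% = DMSO controls and full agonism = EC100 isoproterenol or metaproterenol; nearly all actives have a fitted effect of over 65% in size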
Numbers without * were called inactive; ? = inconclusive; · = no result given; & = joins results of further samples; [ ] = remark or other dose. Unless noted, the call rests on the fitted dose curve; in most records, active means well fitted curve in the direction sought with a large enough effect; inconclusive means small, poorly fitted or top-dose-only effect, or another doubt; inactive means no such curve, though single readings can be large; an effect the other way counts as inactive or inconclusive. A portion of the library; rates above refer to the full screens.

Structure	Integrin act MD	Menin-MLL TR inh	FBPA coupling cs	Tb PFK inh	PKM2 activator	TSG101-PTAP inh	BCR signal inh	ASM inhibitor	Giardia killer	GALK inh	B2AR arrestin
Nc1nc2c(F)c(F)c(F)cc2s1	2%	18%	1	-16%	-1%	-1%	0%	-1%	-19	11%	-0.8%
COC(=O)c1[nH]c2cc(OC)ccc2c1NC(=O)c1nonc1C	-11%	52%[activator]	-3	-1%	-5%	-6%	7%	2%	5	-1%	-0.6%
COc1ccc(Cl)cc1NC(=O)Nc1cn(C)nc1C	3%	·	7	5%	12%	0%	-4%	-4%	7	-2%	0.9%
OCc1nc2ccccc2n1C/C=C/c1ccccc1	-5%	-2%	4	4%	-4%	3%	-1%	2%	7	0%	0.0%
C=CCn1c(SCC(=O)NC(C)(C)C)nnc1-c1ccccc1O	-12%	0%	1	1%	3%	-4%	10%	4%	-7	1%	-0.1%
COc1ccc(CNS(=O)(=O)c2ccc3c(c2)N(C(C)=O)CCO3)cc1	26%	-4%	-3	1%	·	-3%	-4%	4%	-13	0%	-0.5%
CCN(CCC#N)c1ccc(N2C(=O)CCCC2=O)cc1[N+](=O)[O-]	31%	1%	2	-3%	·	5%	0%	-1%	-20	·	-0.9%
Cc1c(NC(=O)C23CC4CC(CC(Br)(C4)C2)C3)c(=O)n(-c2ccccc2)n1C	11%	-1%	0	5%	1%	-4%	-11%	2%	0	0%	-1.2%
O=C(Nc1ccc(Cl)cc1)Nc1ccc(C(=O)N2CCOCC2)cc1	-42%	·	-1	-16%	1%	0%	?	-6%	14	12%	0.3%
Cc1cc(C)nc(SCC(=O)N/N=C/C=C/c2ccccc2)n1	23%	-4%	0	4%	-3%	-4%	-4%	2%	4	·	-0.2%
C[N+](C)(C)CCCCCCCCCC[N+](C)(C)C	·	-4%	3&2	-3%	1%	-5%	?	0%	-1	0%	-0.1%
COc1ccc(CCNC(=O)COC(=O)c2ccc(S(=O)(=O)N3CCCC3)cc2)cc1OC	?	·	·	-5%	·	-1%	-2%	6%	6	·	0.1%
Cc1c(C)c2cc3c4c(oc3c(C)c2oc1=O)CCCC4	18%	-24%	-2	1%	-7%	-2%	-3%	0%	8	-2%	0.0%
Cc1onc(-c2c(F)cccc2Cl)c1C(=O)OCC(=O)NCc1ccccc1	-5%	·	·	-2%	·	-2%	7%	-1%	20	·	0.0%
COc1ccc(OC)c(S(=O)(=O)N2CCC(c3nc4ccccc4[nH]3)CC2)c1	-13%	·	·	-8%	·	-5%	8%	2%	-5	·	0.1%
Clc1ccc(-c2nnc(CCc3ccccc3)o2)c(Cl)c1	6%	-7%	1	-3%	2%	-9%	?	-2%	-3	·	-0.6%
O=C(/C=N/O)NCc1ccncc1	5%	-1%	2	-8%	10%	-1%	-1%	-1%	21	0%	0.3%
CCCCCN=C(N)N/N=C/c1c[nH]c2ccc(OC)cc12	·	3%&-4%	1&2	·	·	0%	·	-12%	3	·	·
Cn1c2c(c(=O)n(C)c1=O)C(c1cccc(F)c1)C(C#N)=C(N)O2 (stereo not drawn)	15%	·	3	-1%	-4%	-1%	16%	2%	-4	5%	-0.3%
N#CC1=C(SCC(=O)c2ccccc2)NC2=C(C(=O)CCC2)C1c1ccco1 (stereo not drawn)	-52%[inhibitor]	?	-11	3%	?	-5%	?	29%	2	1%	0.6%
Cc1[nH]c(=O)c(C#N)c2c1CCCC2	-8%	-9%	1	2%	2%	-4%	3%	4%	-25	2%	-0.8%
O=C(c1ccc(Cl)c(Cl)c1)N(Cc1ccco1)c1ccc(O)cc1	-19%	32%[activator]	6	19%	-2%	-5%	?	-5%	-9	1%	-0.3%
Cc1ccc2oc(-c3cc(NC(=O)c4ncn[nH]4)ccc3O)nc2c1	-6%	?	-3	-19%	4%	12%	4%	110%[activator]	-4	-2%	0.2%
CC(=O)c1cccc(N(C(=O)c2ccco2)C(C(=O)NC2CCCCC2)c2ccc(C)o2)c1 (stereo not drawn)	?	-3%	3	1%	0%	0%	?	-2%	-2	0%	-0.1%
CCCOc1cccc(-c2nc3ccccc3c(=O)o2)c1	-21%	?	-2	8%	-3%	0%	?	-3%	-7	-7%	-0.8%

Entries of single compounds from above. Values in the order: Integrin act MD	Menin-MLL TR inh	FBPA coupling cs	Tb PFK inh	PKM2 activator	TSG101-PTAP inh	BCR signal inh	ASM inhibitor	Giardia killer	GALK inh	B2AR arrestin
CCCOc1cccc(-c2nc3ccccc3c(=O)o2)c1 across the screens: -21%	?	-2	8%	-3%	0%	?	-3%	-7	-7%	-0.8%
O=C(Nc1ccc(Cl)cc1)Nc1ccc(C(=O)N2CCOCC2)cc1 across the screens: -42%	·	-1	-16%	1%	0%	?	-6%	14	12%	0.3%
CC(=O)c1cccc(N(C(=O)c2ccco2)C(C(=O)NC2CCCCC2)c2ccc(C)o2)c1 (stereo not drawn) across the screens: ?	-3%	3	1%	0%	0%	?	-2%	-2	0%	-0.1%
N#CC1=C(SCC(=O)c2ccccc2)NC2=C(C(=O)CCC2)C1c1ccco1 (stereo not drawn) across the screens: -52%[inhibitor]	?	-11	3%	?	-5%	?	29%	2	1%	0.6%
O=C(c1ccc(Cl)c(Cl)c1)N(Cc1ccco1)c1ccc(O)cc1 across the screens: -19%	32%[activator]	6	19%	-2%	-5%	?	-5%	-9	1%	-0.3%

More compounds.
Structure	Integrin act MD	Menin-MLL TR inh	FBPA coupling cs	Tb PFK inh	PKM2 activator	TSG101-PTAP inh	BCR signal inh	ASM inhibitor	Giardia killer	GALK inh	B2AR arrestin
COc1ccc(N=C2C(=Nc3ccc(OC)cc3)N(c3ccc(OC)cc3)C(=S)N2c2ccccc2)cc1	-7%	13%	-2	-4%	-1%	0%	?	-12%	-9	1%	2.7%
COCCNC(=O)COC(=O)c1ccc(S(=O)(=O)N2CCOCC2)cc1	2%	-9%	-3	-1%	-1%	-2%	4%	0%	-12	-1%	0.0%
Cc1ccc(S(=O)(=O)N(Cc2ccc(F)cc2)C(=O)N2CCN(C)CC2)cc1	19%	·	·	4%	·	-2%	?	-2%	3	·	0.0%
Cc1ccccc1OC1CCN(C(=O)C2CCC(=O)N(C3CCCC3)C2)CC1 (stereo not drawn)	0%	·	·	3%	·	-1%	0%	-3%	-5	-9%	0.1%
CSc1ncccc1C(=O)Nc1ccc(OC(F)(F)F)cc1	-24%	12%	-5	7%	-5%	0%	-9%	6%	19	7%	-0.1%
CC1(C)CC(=O)C(C=NCCN2CCN(CCc3ccccc3)CC2)=C(O)C1	-41%	-7%	-1	-1%	-16%	-4%	-11%	1%	9	-4%	-0.3%
Cc1ccc(C(=O)NC2=NCCS2)cc1	·	·	-1	1%	-1%	·	5%	·	·	1%	-0.4%
Cc1ccccc1OCCC(=O)Nc1ccccc1C(=O)NC1CC1	21%	·	·	-3%	·	-9%	-10%	7%	-18	·	-0.3%
Cc1cc(C)nc(-n2ncc3c2CC(c2ccc(F)cc2)CC3=O)n1 (stereo not drawn)	-14%	-2%	4	3%	2%	-2%	-17%	-1%	3	1%	-0.2%
CCc1ccc(C(=O)COC(=O)c2cnc(C)cn2)cc1	-17%	-6%	-1	-2%	1%	3%	-1%	2%	4	10%	0.3%
CCCn1nnc(NC(=O)c2ccc([N+](=O)[O-])cc2Cl)n1	-37%	10%	0	-4%	-14%	-3%	-5%	1%	?	1%	-0.8%
